Screens: PubChem BioAssay, National Center for Advancing Translational Sciences (NCATS)
GCN5L2 inh: GCN5L2 (KAT2A) acetyltransferase inhibition. Q92830. GCN5L2 HAT assay, ThioGlo1 CoA-SH fluorescence. Potency, µM (series often up to 58.9 µM), for inactives: at the top dose activity change, negative = inhibition, most hits filed as inhibitors. 0.21% of 390,000 active. AID 504327
Target sequence (Q92830 whole entry, looked up): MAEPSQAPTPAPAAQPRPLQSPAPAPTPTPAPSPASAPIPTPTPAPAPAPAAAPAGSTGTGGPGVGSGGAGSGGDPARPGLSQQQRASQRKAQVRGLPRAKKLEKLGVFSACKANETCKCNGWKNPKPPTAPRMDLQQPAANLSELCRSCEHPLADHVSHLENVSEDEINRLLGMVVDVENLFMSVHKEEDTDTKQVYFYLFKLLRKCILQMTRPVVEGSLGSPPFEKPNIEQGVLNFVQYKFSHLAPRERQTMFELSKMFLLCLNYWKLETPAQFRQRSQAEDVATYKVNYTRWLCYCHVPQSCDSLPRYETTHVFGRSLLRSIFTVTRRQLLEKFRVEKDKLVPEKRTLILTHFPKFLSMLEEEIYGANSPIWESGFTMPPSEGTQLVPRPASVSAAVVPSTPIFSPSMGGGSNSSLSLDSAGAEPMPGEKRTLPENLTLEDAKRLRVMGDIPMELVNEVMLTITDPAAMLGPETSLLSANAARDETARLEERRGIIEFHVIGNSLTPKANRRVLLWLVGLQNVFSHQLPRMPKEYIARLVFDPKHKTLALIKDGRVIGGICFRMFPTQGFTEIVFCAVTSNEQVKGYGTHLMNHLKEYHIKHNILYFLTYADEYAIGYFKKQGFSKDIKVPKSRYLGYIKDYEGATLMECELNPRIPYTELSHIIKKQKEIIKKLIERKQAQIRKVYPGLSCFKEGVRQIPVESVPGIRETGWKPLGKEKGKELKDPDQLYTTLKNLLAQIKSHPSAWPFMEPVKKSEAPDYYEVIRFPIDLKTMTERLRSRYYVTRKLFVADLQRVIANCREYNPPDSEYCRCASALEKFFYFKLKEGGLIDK
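GCN5L2 (20 nM) in 50mM HEPES pH 7.5, 0.1mM EDTA, 0.01% Tween-20 preincubated 15 min with compounds at room temperature. Reaction started with H3(1-25) 75uM, acetyl-CoA 70uM, ThioGlo1 50uM; CoA-thiol fluorescence (Ex340/Em540) read at 0 and 20 min.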
DT40 TDP1 CPT: DT40-hTDP1 cell growth loss with CPT; chicken DT40 Tdp1-/-;hTDP1 cells + 20 nM CPT, ATP luminescence, 48 h; Potency, µM (series often up to 46.2 µM), for the others: at the highest dose activity change, negative = growth inhibition, most hits filed as inhibitors; 12% of 420,000 active; AID 686979; further: nearly all actives have a fitted effect of over 55% in size
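Chicken DT40 Tdp1-/- cells stably complemented with human TDP1 were seeded at 400 cells/well in medium containing 20 nM camptothecin, exposed to pin-transferred compounds, and grown at 37 °C for at least 48 hr. Viability was read as ATP luminescence.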
TDP1 cell noCPT: qHTS for Inhibitors of human tyrosyl-DNA phosphodiesterase 1 (TDP1): qHTS in cells in absence of CPT | Potency, µM (titrated, usually from 46.2 µM), for inactives: at the top dose activity change, negative = growth inhibition, usual class: inhibitors | AID 686978, 2013 | DT40 Tdp1-/- hTDP1 cells, no CPT, ATP luminescence, 48 h | 15% of 420,000 active; further: nearly all actives have a fitted effect of over 55% in size
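No-CPT arm: Tdp1-/-;hTDP1 DT40 cells (400/well) plus compounds, incubated ≥48 hr at 37 °C. Readout CellTiter-Glo luminescence.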
Starred values were filed as active, the others as inactive; u = inconclusive; x = not tested or not shown. The call rests on the fitted dose curve; in most records, active means well fitted curve in the direction sought with a large enough effect; inconclusive means small, poorly fitted or top-dose-only effect, or another doubt; inactive means no such curve, though single readings can be large; an effect the other way counts as inactive or inconclusive. On the % scale 0 is the no-effect control and ±100 the full control effect; potency means the concentration at half of the fitted maximal effect.

Each structure is followed by: GCN5L2 inh, DT40 TDP1 CPT, TDP1 cell noCPT
> CC(C)C(=O)Nc1c(C(=O)c2ccc(F)cc2)oc2ccccc12
 : -5%, u, u
> Cc1onc(-c2ccccc2)c1C(=O)Nc1ccc(-c2nnc3n2CCCCC3)cc1
 : 0%, -16%, -11%
> Cc1ccc(C2CC(c3ccc(F)cc3)Nc3nc(N)nn32)cc1 (stereo not given)
 : -1%, -27%, -4%
> COc1ccc(Cl)cc1NC(=O)CCN1C(=O)C2C3CCC(C3)C2C1=O (stereo not given)
 : -6%, 11%, 4%
> CCOc1ccc(CCNC(=O)CN2C(=O)NC3(CCCc4ccccc43)C2=O)cc1OCC (stereo not given)
 : -5%, -24%, -12%
> CSc1n[nH]c(NCc2ccc(C)cc2)n1
 : -2%, -17%, -22%
> CCc1nn2c(=O)cc(COC(=O)c3ccccc3)nc2s1
 : -4%, -15%, -2%
> COc1ccc(C(=O)NCC(c2ccco2)S(=O)(=O)c2cccs2)cc1 (stereo not given)
 : -6%, u, u
> CCC1(C)NC(=O)N(/N=C/c2cc(OC)c(O)c(OC)c2)C1=O (stereo not given)
 : -8%, 6%, 2%
> Cc1cc(C)cc(NC(=S)NCCc2ccc(S(N)(=O)=O)cc2)c1
 : 0%, 2%, 11%
> O=C(NC(c1ccccc1)c1ccccc1)c1ccc(Br)o1
 : -6%, u, u
> O=C1OCCC1Sc1nnc(-c2ccc(Br)cc2)o1 (stereo not given)
 : -3%, -4%, 0%
> Cc1csc2nc(COC(=O)CNC(=O)c3ccccc3)cc(=O)n12
 : 17%, 0%, 3%
> CC(C)(C)OC(=O)N1CCC(c2c(C(=O)N3CCN(c4ccccn4)CC3)cnn2-c2ccc(F)cc2F)CC1
 : 29%, u, u
> COc1ccccc1/C=C/C(=O)NC(=S)N1CCN(C)CC1
 : -4%, -6%, -2%
> COCc1cc(C)nc(OCC(=O)N/N=C/c2ccc(-c3cc([N+](=O)[O-])ccc3C)o2)c1C#N
 : -9%, u, u
> O=C(Nc1ccc(Cl)c(Cl)c1)c1ccc(Cn2cc(Cl)cn2)cc1
 : -13%, u, u
> CCCCCn1c(=O)c(Cc2ccccc2)c(O)c2ccccc21
 : -4%, -30%, u
> CCc1nc2c(OCc3ccccc3C(=O)OC)cccn2c1N(C)C(=O)c1ccncc1
 : x, u, -23%
> COc1ccc(C(C)(O)c2nc(-c3cccc(C#N)c3)cs2)cc1 (stereo not given)
 : x, 13µM*, 21µM*

Next section:
Each structure is followed by: GCN5L2 inh, DT40 TDP1 CPT, TDP1 cell noCPT
> O=C(Nc1ccc2ccccc2c1)C(c1ccccc1F)n1c(=O)c(-c2cc3ccccc3[nH]2)nc2ccccc21 (stereo not given)
 : x, u, u
> O=[N+]([O-])c1cccc(S(=O)(=O)Nc2ccccn2)c1
 : x, -4%, 2%
> CCS(=O)(=O)c1cc([N+](=O)[O-])c(Sc2ccccc2N)s1
 : u, u, u
> c1ccc2c(-c3nn4nnnc4c4ccccc34)cccc2c1
 : -4%, u, u
> CC(=O)c1cc(-c2ccccc2)n(CC(=O)N2CCN(C3CCCC3)CC2)c1C
 : -5%, u, 23µM*
> CCN(CC)c1ccc(NC(=O)COc2ccc(N(C)S(=O)(=O)c3cccs3)cc2)cc1
 : -5%, u, -21%
> COc1cccc(C(C(=O)NC2CCCC2)N2CCN(c3ncccc3C#N)CC2)c1OC (stereo not given)
 : x, u, 16µM*
> CCC(Oc1ccccc1F)C(=O)N1CCC(c2nc3ccccc3s2)CC1 (stereo not given)
 : -15%, u, 16µM*
> Cc1sc2ncnc(SCC(=O)NC(=O)c3cccn3C)c2c1C
 : -4%, 1%, u
> COCCCNC(=O)CCc1c(C)nc2c(c(C)nn2-c2ccc(C)cc2)c1C
 : 1%, u, -28%
> CN1CCC(N(C)C(=O)c2ccccc2F)CC1
 : -17%, -2%, 10%
> Cc1cn([C@H]2C[C@H](O)[C@@H](CCC(=O)NCc3cccs3)O2)c(=O)[nH]c1=O
 : x, -4%, 8%
> COC(=O)c1cc2oc(C)cc2n1CC(=O)Nc1cc(Cl)ccc1OC
 : -12%, u, -12%
> COC(=O)C1=CN(c2ccc(C(C)(C)C)cc2)C(N)=C(C#N)C1c1cccc2ccccc12 (stereo not given)
 : x, 15µM*, 13µM*
> CCCCC[C@@H](C)N1C[C@@H](COCc2ccccc2)Oc2cc(N3CCC[C@H]3C(N)=O)ccc2S1(=O)=O
 : x, u, 16µM*
> S=C(NCCc1cccc(Cl)c1)NC1CCCCC1
 : 1%, u, 21µM*
> CCc1ccc(CNc2ccc3c(c2)ncn3CC)cc1
 : -5%, u, u
> CCOC(=O)N1CCN(c2nc3c(C)cccn3c(=O)c2C=O)CC1
 : 0%, -10%, u
> CCc1ccc(CNC(=O)C2CCN(S(=O)(=O)N3CCCCC3)CC2)cc1
 : x, u, 23µM*
> COc1ccc(-c2ccc(CN3C(C(C)C)C(=O)N(Cc4cn(CCC5OCCCO5)nn4)CCS3(=O)=O)cc2)cc1OC (stereo not given)
 : x, u, u

(further entries)
structure	GCN5L2 inh	DT40 TDP1 CPT	TDP1 cell noCPT
COC(=O)c1ccc2c(=O)n(-c3ccccc3)c(=S)[nH]c2c1	-3%	-7%	0%
O=C(COC(=O)c1cccc(OC(F)F)c1)Nc1cc(S(=O)(=O)N2CCCC2)ccc1Cl	x	u	u
O=C(NCCc1ccccc1)C1CCCN1S(=O)(=O)c1ccccc1 (stereo not given)	-3%	11%	-11%
CC(C)C(=O)N1CCC(c2nc(-c3ccc(S(=O)(=O)N4CCCC4)cc3)no2)CC1	0%	u	u
CCC(C)n1c(=N)c(C#N)cc2c(=O)n3ccccc3nc21 (stereo not given)	1%	-5%	-5%
O=C(CSc1nnc(NC(=O)C2CC(=O)N(c3ccc(F)cc3)C2)s1)NC1CCCC1 (stereo not given)	-13%	9%	4%
C/C(=N\N1CCN(c2ccc(Cl)cc2)CC1)c1cccs1	-8%	-8%	3%
CCCCOc1ccc(/C=C/C(=O)OCC(=O)NC(=O)NCC(C)C)cc1OCC	5%	u	u

Pulled by compound from above (2):
structure	GCN5L2 inh	DT40 TDP1 CPT	TDP1 cell noCPT
COC(=O)c1ccc2c(=O)n(-c3ccccc3)c(=S)[nH]c2c1	-3%	-7%	0%
O=C(NCCc1ccccc1)C1CCCN1S(=O)(=O)c1ccccc1 (stereo not given)	-3%	11%	-11%

(next part)
structure	GCN5L2 inh	DT40 TDP1 CPT	TDP1 cell noCPT
Cc1nc([N+](=O)[O-])cn1CC(=O)Nc1ccc2c(c1)OCO2	-8%	29%	0%
COCCN1C2=C(COC(C)(C)C2)C(=S)NC1c1ccccc1 (stereo not given)	-15%	-3%	1%
O=S(=O)(N[C@H]1C[C@@H](NS(=O)(=O)OCC(Cl)(Cl)Cl)C2CCCCC21)OCC(Cl)(Cl)Cl (stereo not given in full)	-6%	u	23µM*
CN(CC(=O)Nc1ccc(F)cc1)CC(=O)Nc1ccc(Cl)c(S(=O)(=O)N2CCOCC2)c1	-8%	u	u
Cn1ccnc1C(O)c1ccccc1 (stereo not given)	-2%	-1%	u
Cc1cc(C)cc(-n2ccn3c(CC(C)(C)CC(=O)O)nnc3c2=O)c1	-2%	-1%	-1%
Cc1ccc2ncc(C(=O)Nc3ccc(F)cc3F)c(=O)n2c1	1%	-5%	-6%
O=c1oc2ccc(Br)cc2cc1-c1nc2ccccc2o1	2%	-13%	-9%

More structures follow:
structure	GCN5L2 inh	DT40 TDP1 CPT	TDP1 cell noCPT
CCOC(=O)C1CCCN(C(=O)C(=O)Nc2ccc3nc4n(c(=O)c3c2)CCCCC4)C1 (stereo not given)	-8%	u	-28%
COc1cc(C2CC(=O)Oc3c(C(CCN4CCCC(C)C4)c4ccc(N(C)C)cc4)c(OC)cc(OC)c32)cc(OC)c1OC (stereo not given)	-1%	-29%	-29%
COc1ccccc1Nc1nc2nonc2[nH]c1=O	-2%	19%	-1%
COc1ccc(C(=O)N/N=C(\N)c2cc3ccccc3oc2=O)cc1	3%	u	u
N/C(=N\OC(=O)COc1ccc(Cl)cc1Br)c1cccnc1	-6%	-2%	-8%
Oc1ccc(C[C@H]2CN([C@@H](Cc3cccc(O)c3)CN3CCC[C@@H]3CN3C(=S)NC[C@@H]3Cc3ccccc3)C(=S)N2CC2CCCCC2)cc1	x	3.7µM*	2.9µM*
Cn1c(CC(=O)Nc2ccccc2F)nnc1SCC(=O)Nc1nccs1	3%	3%	-15%
O=C1NC(=O)C(Cc2ccccc2)(c2ccccc2)N1 (stereo not given)	x	10%	-7%

The listing continues:
structure	GCN5L2 inh	DT40 TDP1 CPT	TDP1 cell noCPT
CC(NC(=S)NC(=O)c1ccccc1Br)c1ccccc1 (stereo not given)	u	-19%	-5%
COc1ccc(NC(=O)c2cc(-c3ccccc3)oc2C)cc1	-6%	-17%	u
CN(CC(=O)Nc1cccc(F)c1)C(=O)c1ccc2c(c1)OCCO2	-19%	-14%	-17%
O=C(O)c1cccc(Oc2ccc(C(=O)O)c([N+](=O)[O-])c2)c1	x	-15%	2%
CCCN1CCN(c2ccc([N+](=O)[O-])cc2C#N)CC1	1%	0%	15%
COc1cc(C(=O)NCc2ccncc2)cc(Br)c1OCc1ccccc1	-8%	18µM*	23µM*
Cc1ccccc1OCCOC(=O)c1c(-c2ccccc2)noc1C	-7%	7.3µM*	18µM*
COc1ccc(NC(=S)NCC2CCCO2)c(C)c1 (stereo not given)	4%	-18%	2%

New compounds follow:
structure	GCN5L2 inh	DT40 TDP1 CPT	TDP1 cell noCPT
O=C(/C=C/c1ccccc1)NCCSCc1ccccc1	-4%	u	u
CC1=C(CC/C(C)=N/NC(N)=S)C(C)(C)CCC1	-3%	4µM*	3.2µM*
Cn1c(/C=N/n2cnnc2)nc2ccccc21	-12%	-15%	-13%
O=C1C(=O)N(CCN2CCOCC2)C(c2ccncc2)/C1=C(/O)c1ccc2c(c1)OCO2 (stereo not given)	-6%	-26%	-16%
CCOC(=O)[C@@H]1CSCCS(=O)(=O)N1Cc1ccccc1Br	x	-29%	-24%
NC(=O)C(c1ccccc1)c1ncc(C(F)(F)F)cc1Cl (stereo not given)	-9%	2%	3%
CC(C)CCOc1ccc(C(=O)Nc2sc3c(c2C#N)CCCCC3)cc1	18%	4%	-11%
Cc1noc(C)c1Cn1c(C)c(C(=O)NCc2ccc3c(c2)OCCO3)sc1=O	x	8.2µM*	16µM*

Further records.
structure	GCN5L2 inh	DT40 TDP1 CPT	TDP1 cell noCPT
O=C(c1cccc(-n2cnnn2)c1)N1CC=C(c2ccccc2)CC1	-4%	-19%	u
Cc1cn([C@@H](CCCCN)C(=O)NCCCCCCCCCCC(=O)N2CCNCC2)nn1	-7%	-2%	8%
CCOC(=O)c1c(S(=O)(=O)N2CCCC(C(=O)Nc3cccc(Cl)c3)C2)c(C)n(C)c1C (stereo not given)	3%	9.2µM*	u
O=C(NC1CCN(Cc2ccc(Cl)cc2Cl)CC1)c1ccccc1	13%	21µM*	18µM*
Cc1nc2c(OCc3ccc(Cl)cc3)cccn2c1N(C)Cc1cccs1	x	u	u
Cc1ccc(CNC(=O)Cn2nnc(C(=O)Nc3ccc(Br)cc3)c2N)cc1	-20%	u	-10%
Cc1cccc(C)c1OCC(=O)NNC(=O)CCCn1c(=O)oc2ccccc21	1%	5%	0%

Entries listed so far containing two or more sulfur atoms:
structure	GCN5L2 inh	DT40 TDP1 CPT	TDP1 cell noCPT
COc1ccc(C(=O)NCC(c2ccco2)S(=O)(=O)c2cccs2)cc1 (stereo not given)	-6%	u	u
Cc1cc(C)cc(NC(=S)NCCc2ccc(S(N)(=O)=O)cc2)c1	0%	2%	11%
CCS(=O)(=O)c1cc([N+](=O)[O-])c(Sc2ccccc2N)s1	u	u	u
CCN(CC)c1ccc(NC(=O)COc2ccc(N(C)S(=O)(=O)c3cccs3)cc2)cc1	-5%	u	-21%
Cc1sc2ncnc(SCC(=O)NC(=O)c3cccn3C)c2c1C	-4%	1%	u
O=C(CSc1nnc(NC(=O)C2CC(=O)N(c3ccc(F)cc3)C2)s1)NC1CCCC1 (stereo not given)	-13%	9%	4%
O=S(=O)(N[C@H]1C[C@@H](NS(=O)(=O)OCC(Cl)(Cl)Cl)C2CCCCC21)OCC(Cl)(Cl)Cl (stereo not given in full)	-6%	u	23µM*
Oc1ccc(C[C@H]2CN([C@@H](Cc3cccc(O)c3)CN3CCC[C@@H]3CN3C(=S)NC[C@@H]3Cc3ccccc3)C(=S)N2CC2CCCCC2)cc1	x	3.7µM*	2.9µM*
Cn1c(CC(=O)Nc2ccccc2F)nnc1SCC(=O)Nc1nccs1	3%	3%	-15%
CCOC(=O)[C@@H]1CSCCS(=O)(=O)N1Cc1ccccc1Br	x	-29%	-24%
